Cav3 T inh = blocks human Cav3.2 T-type calcium channel; actives 4% (n = 100,000); B-score at 10 µM; Cav3.2-expressing cells, Fluo-4 calcium fluorescence FDSS; active compounds read low;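 active means single-dose well whose peak fluorescence ratio is a statistical outlier from its plate by either plate-standardised score or position-corrected B-score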
Target sequence (O95180 whole entry, looked up): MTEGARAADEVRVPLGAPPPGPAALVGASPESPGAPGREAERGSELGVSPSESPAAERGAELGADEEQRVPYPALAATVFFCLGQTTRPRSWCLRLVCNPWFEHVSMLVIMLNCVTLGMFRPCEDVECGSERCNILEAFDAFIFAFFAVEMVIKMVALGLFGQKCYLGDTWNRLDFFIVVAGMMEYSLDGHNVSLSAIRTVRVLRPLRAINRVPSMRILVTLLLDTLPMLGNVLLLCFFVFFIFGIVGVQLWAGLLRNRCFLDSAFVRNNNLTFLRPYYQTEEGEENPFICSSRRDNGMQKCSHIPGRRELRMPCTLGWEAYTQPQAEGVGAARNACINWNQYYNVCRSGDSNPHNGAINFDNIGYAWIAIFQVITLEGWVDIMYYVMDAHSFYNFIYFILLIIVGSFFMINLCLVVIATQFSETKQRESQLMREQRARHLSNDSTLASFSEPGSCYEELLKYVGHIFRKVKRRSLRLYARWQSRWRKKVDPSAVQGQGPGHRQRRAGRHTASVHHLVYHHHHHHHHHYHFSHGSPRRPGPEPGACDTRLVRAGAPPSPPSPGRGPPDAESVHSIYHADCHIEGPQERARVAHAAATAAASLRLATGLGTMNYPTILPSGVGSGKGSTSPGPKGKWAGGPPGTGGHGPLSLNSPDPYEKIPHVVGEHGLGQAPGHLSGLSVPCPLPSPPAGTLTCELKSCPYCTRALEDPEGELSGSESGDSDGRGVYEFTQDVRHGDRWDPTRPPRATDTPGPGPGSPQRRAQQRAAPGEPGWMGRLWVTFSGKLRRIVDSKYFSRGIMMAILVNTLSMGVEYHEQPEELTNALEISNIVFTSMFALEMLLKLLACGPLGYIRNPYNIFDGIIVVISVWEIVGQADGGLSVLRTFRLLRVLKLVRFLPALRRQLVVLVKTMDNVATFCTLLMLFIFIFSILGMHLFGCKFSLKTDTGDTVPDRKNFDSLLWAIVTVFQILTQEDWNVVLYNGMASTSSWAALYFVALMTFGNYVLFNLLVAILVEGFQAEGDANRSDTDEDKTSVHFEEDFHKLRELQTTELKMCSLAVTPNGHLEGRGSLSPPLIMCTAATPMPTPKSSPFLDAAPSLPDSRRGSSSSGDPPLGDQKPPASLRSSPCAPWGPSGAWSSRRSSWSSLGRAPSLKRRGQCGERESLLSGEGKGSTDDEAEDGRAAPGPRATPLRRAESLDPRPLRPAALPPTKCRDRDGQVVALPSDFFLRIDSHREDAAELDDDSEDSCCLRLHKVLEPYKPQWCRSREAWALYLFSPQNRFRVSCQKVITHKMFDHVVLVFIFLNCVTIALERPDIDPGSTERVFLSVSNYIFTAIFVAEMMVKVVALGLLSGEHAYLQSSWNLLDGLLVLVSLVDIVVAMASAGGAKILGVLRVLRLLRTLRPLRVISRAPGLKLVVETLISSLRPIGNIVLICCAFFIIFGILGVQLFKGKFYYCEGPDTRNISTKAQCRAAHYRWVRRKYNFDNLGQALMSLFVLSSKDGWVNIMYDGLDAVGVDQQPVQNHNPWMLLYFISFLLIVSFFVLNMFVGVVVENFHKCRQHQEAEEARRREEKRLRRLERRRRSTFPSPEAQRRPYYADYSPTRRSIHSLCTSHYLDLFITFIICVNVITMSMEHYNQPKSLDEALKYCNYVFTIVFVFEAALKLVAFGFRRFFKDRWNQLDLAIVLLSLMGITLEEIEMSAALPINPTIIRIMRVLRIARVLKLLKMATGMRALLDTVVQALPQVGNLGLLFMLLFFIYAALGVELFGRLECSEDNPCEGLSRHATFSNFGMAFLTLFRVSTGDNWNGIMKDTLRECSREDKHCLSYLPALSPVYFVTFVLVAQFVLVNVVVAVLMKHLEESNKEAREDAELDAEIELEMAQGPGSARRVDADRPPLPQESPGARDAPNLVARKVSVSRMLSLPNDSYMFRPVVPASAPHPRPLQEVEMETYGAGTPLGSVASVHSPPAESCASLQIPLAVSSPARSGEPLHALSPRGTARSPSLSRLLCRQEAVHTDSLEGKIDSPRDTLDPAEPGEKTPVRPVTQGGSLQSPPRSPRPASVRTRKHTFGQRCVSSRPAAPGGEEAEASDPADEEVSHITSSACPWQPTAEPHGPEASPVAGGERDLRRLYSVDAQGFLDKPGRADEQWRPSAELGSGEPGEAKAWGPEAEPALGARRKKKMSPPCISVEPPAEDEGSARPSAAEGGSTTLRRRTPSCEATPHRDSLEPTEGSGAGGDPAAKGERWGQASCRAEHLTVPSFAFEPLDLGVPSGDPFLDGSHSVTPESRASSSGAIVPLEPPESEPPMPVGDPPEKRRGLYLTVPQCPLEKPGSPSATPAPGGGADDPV
* marks the source's active call; other numbers are inactive results. This is a subset; rates above refer to the full screens.

The opening two entries (preview)
SMILES	Cav3 T inh
Cc1ccc(-c2n[nH]c(=O)c3ccccc23)cc1S(=O)(=O)NCCN1CCOCC1	1
COc1ccccc1NC(=O)Nc1ccc2c(c1)OCCO2	-0.18

Results (from the top)
SMILES	Cav3 T inh
Cc1ccc(-c2n[nH]c(=O)c3ccccc23)cc1S(=O)(=O)NCCN1CCOCC1	1
COc1ccccc1NC(=O)Nc1ccc2c(c1)OCCO2	-0.18
CC1Cc2ccccc2N1C(=O)CSCC(=O)O (stereo unspecified)	0.32
COc1ccc(OC)c2c(C)cc(N3CCCN(C)CC3)nc12	0.066
CC(=O)N1CCN(c2ccc(NCc3ccc(F)cc3)cc2)CC1	1.4
O=C(OCc1cc2ccccc2[nH]c1=O)c1ccccn1	0.8
CC(C(=O)NC1CCCc2ccccc21)N1CCN(Cc2ccc3c(c2)OCO3)CC1 (stereo unspecified)	0.18
CC1(NC(=O)N2CCCCC2)CCS(=O)(=O)C1 (stereo unspecified)	-0.5
O=C(O)CCCC(=O)NCCc1ccncc1	0.25
COc1ccc(-n2cnc3c(sc4nccc(N(C)C)c43)c2=O)cc1	-0.19
CCNCC(=O)N1c2ccccc2CCc2ccc(NC(C)=O)cc21	0.71
Cc1ccc2c(c1)COc1c3ccc(C(=O)N[C@@H](CO)C(C)C)cc3nn1-2	0.34

5 of the entries above in order of their number in Cav3 T inh, high to low:
compound | Cav3 T inh
CC(=O)N1CCN(c2ccc(NCc3ccc(F)cc3)cc2)CC1 | 1.4
Cc1ccc(-c2n[nH]c(=O)c3ccccc23)cc1S(=O)(=O)NCCN1CCOCC1 | 1
O=C(O)CCCC(=O)NCCc1ccncc1 | 0.25
COc1ccccc1NC(=O)Nc1ccc2c(c1)OCCO2 | -0.18
CC1(NC(=O)N2CCCCC2)CCS(=O)(=O)C1 (stereo unspecified) | -0.5

More records:
SMILES	Cav3 T inh
COc1ccc(N2CCN(C(=O)c3ccc(C)c(Cl)c3)CC2)cc1	-0.34
CCCSc1nc(=O)n2cccc(C)c2n1	0.65
CC(C)CC[n+]1ccn(C2=C([O-])c3ccccc3C(=O)/C2=N\S(=O)(=O)c2ccccc2)c1	1.4
Clc1cccc(CSC2=NCCCN2)c1	0.11
Cc1cc(C(=O)O)c(CCCN)s1	-0.18
O=C(/C=C/c1ccccc1)N1CCN(c2ccc([N+](=O)[O-])c(N3CCOCC3)c2)CC1	-1.9
CC1Oc2ccccc2N(CC(=O)c2ccccc2)C1=O (stereo unspecified)	-0.2
CCOc1ccccc1-n1c(SCC(=O)NCc2ccco2)nnc1-c1ccncc1	2.9
COc1ccc(S(=O)(=O)N(C)CC(=O)N2CCOCC2)cc1Cl	-0.0084
N#CC1=C(N)Oc2n[nH]c(-c3cccs3)c2C1C1CCCCC1 (stereo unspecified)	0.3
Cc1cc(C)n2nc(SCc3nc4ccccc4[nH]3)nc2n1	-0.41
COCc1cc(C(C)=O)ccc1OC	0.67
O=C(CCN1C(=O)c2ccccc2C1=O)Nn1cnnc1	-0.11
COc1cc(OC)c(C(=O)NC2CC(C)(C)NC(C)(C)C2)cc1OC	0.26
CSc1cc(-c2ccccc2)n(Cc2ccc(Cl)cc2Cl)c(=O)c1C#N	-0.56
Cn1c(=O)cc(SCC(=O)NCC2CCCO2)c2ccccc21 (stereo unspecified)	0.81
O=C(CO/N=C/c1ccccc1)N1c2ccccc2Oc2ccccc21	-0.78
CCOC(=O)/C(C#N)=C/c1ccc(-c2ccsc2C(=O)OC)o1	-7*
Cc1oc2c(CN3CCCC3)c(O)ccc2c(=O)c1-c1ccc(Br)cc1	0.61
Cc1csc2ncc(C(=O)N3CCc4ccccc43)c(=O)n12	-0.032
CCOC(=O)c1cc2c(=O)n3ccccc3nc2n(Cc2ccccc2)c1=N	-1.2
CCn1c2ccccc2c2cc(NC(=O)Cc3ccc(S(=O)(=O)N4CCOCC4)s3)ccc21	-1.1
O=C(CSc1nnc(-c2csc3c2CCCC3)o1)Nc1ccccc1	-0.25
O=C(O)c1cc2n(n1)C(C(F)(F)F)CC(c1ccccc1)N2 (stereo unspecified)	1.2
O=[N+]([O-])c1ccc(-c2nnc(-c3ccccc3)c(N3CCOCC3)n2)cc1	1.1
C=C1CN(CC(=O)OC)S(=O)(=O)c2ccccc21	2.8
COc1cccc(OC)c1C(=O)Nc1cc(Cl)ccc1N1CCOCC1	-0.21
O=C1S/C(=C\c2ccc(N3CCOCC3)o2)C(=O)N1Cc1ccc(F)cc1	-2.1
Cc1c(CNC(=O)c2nn3c(c2Cl)NC(c2ccccc2)CC3C(F)(F)F)cnn1C (stereo unspecified)	-0.022
Cc1ccc(C)c(Cn2c(C(=O)OC(C)C)cc3c2ccn3C)c1	-3.4
COc1cccc(/C=N/NC(=O)c2[nH]c(C)c(C(=O)N/N=C/c3cccc(OC)c3O)c2C)c1O	-0.14
COc1ccc(-c2ccc(OC)c([C@H]3[C@H]4C=CC[C@@H](C)[C@@H]4C(=O)N3Cc3ccccc3)c2)cc1	-2.7
NC(=O)c1ccccc1NC(=O)CCCN1C(=O)CCC1=O	-0.64
CCOc1ccc(NC(=O)CSc2nnc(-c3ccccc3)n2N)cc1	-0.29
COc1ccc(/C=N/N=C/c2ccc(OC)c(O)c2)cc1O	0.012
Cc1cc(Nc2ccccc2)n(-c2ccccc2)n1	-8.4*

Ordered by heavy-atom count (rising): some entries from above.
SMILES	Cav3 T inh
C=C1CN(CC(=O)OC)S(=O)(=O)c2ccccc21	2.8
NC(=O)c1ccccc1NC(=O)CCCN1C(=O)CCC1=O	-0.64
Cc1ccc(C)c(Cn2c(C(=O)OC(C)C)cc3c2ccn3C)c1	-3.4
CCOc1ccc(NC(=O)CSc2nnc(-c3ccccc3)n2N)cc1	-0.29

Next compounds follow.
SMILES	Cav3 T inh
CCN(CC)C(=O)Cn1c(=O)n(Cc2ccccc2Cl)c2c1c(=O)n(C)c(=O)n2C	0.31
CCNC(=O)N1CCNC(=O)C1CC(=O)OC (stereo unspecified)	-0.5
Cc1ccc(C)c(OCc2nc(-c3cccnc3)no2)c1	-2.4
CCCCn1c(CN2CCN(c3cccc(Cl)c3)CC2)nc2c1c(=O)n(C)c(=O)n2C	-6.9*
COc1ccc(NC(=O)N2CCOCC2)cc1OC	0.49
CCn1c2ccccc2c2cnc(N=CN(C)C)c(C#N)c21	-0.062
CC1=C(C(=O)OC(C)C)C(c2ccccc2Cl)CC(=O)N1 (stereo unspecified)	-0.82
Cc1noc(C)c1CSc1nnc(-c2cccnc2)n1C1CCCCC1C (stereo unspecified)	1.7
COc1ccc(OC)c(S(=O)(=O)N2Cc3ccccc3CC2C(=O)O)c1 (stereo unspecified)	-0.072
Cc1cc(NC(=O)C2CCN(S(=O)(=O)c3cnc[nH]3)CC2)ccc1Br	1
COC(=O)c1c(NC(=O)Cc2ccccc2)sc(C)c1C	-0.57
CCN(CC)S(=O)(=O)c1cccc(NC(=O)COC(=O)CCc2nc3ccccc3s2)c1	-0.9
Cc1cc(C)c(C(=O)COc2cccnc2[N+](=O)[O-])cc1C	-1.7
O=C(CS(=O)(=O)Cc1ccccc1)Nc1nc2c(s1)CCCC2	-1.1
CC(=O)n1cc([C@@H]2C=C(C(=O)N3CCN(Cc4ccc5c(c4)OCO5)CC3)O[C@H](OCc3ccc(CO)cc3)C2)c2ccccc21	-1.5
Cc1ccc(-c2nc3ccccc3n2C)o1	1.7
NC(=O)c1nsnc1-c1ccccc1O	0.6
C=CC(C)(C)c1c(O)c(CC=C(C)C)c(O)c2c(=O)c3ccc(O)c(O)c3oc12	-2
COc1cccc(CNC(=O)CSCc2cnn(-c3ccccc3)c2-n2cccc2)c1OC	-6*
Cc1cc(C)c(S(=O)(=O)N2CCOC2CNC(=O)C(=O)NCCc2c[nH]c3ccccc23)c(C)c1 (stereo unspecified)	-2.8
OC1C2CN3CCN(C2)CC1(Cc1ccccc1)C3 (stereo unspecified)	0.068
O=C(Nc1ccc(Cl)cc1)NC1CCCCC1	0.43
Cc1ccc(-n2ncc3c(NCc4ccccc4)ncnc32)cc1	-0.44
Cc1ccc(CNC(=O)CCNC(=O)c2ccc(Br)o2)cc1	0.2
NC(=O)c1cc(-c2ccccc2)nc(Oc2ccccc2)n1	-0.12
Cc1cc(C(C)(C)C)oc1C(=O)N(CC(=O)NC1CCCC1)Cc1ccc(Cl)cc1	-3.3
O=C(Nc1ccccc1)C1CC(=O)N(C2CCCCC2)C1 (stereo unspecified)	0.07
O=C(NCc1ccc2c(c1)OCO2)c1nn(-c2ccccc2)c(=O)c2ccccc12	-1.3
O=C(CSc1nc(-c2ccc(F)cc2)cs1)N1CCOCC1	0.6
O=C(Nc1ccc(N2CCN(C(=O)c3ccccc3)CC2)cc1)c1cc2ccccc2o1	0.085
OCCN(Cc1ccccc1)Cc1ccccc1Cl	-1.5
O=C(CCS(=O)(=O)c1cc(Br)cc2c1N(C(=O)C1CC1)CC2)NCC1CCCO1 (stereo unspecified)	0.31
CCCOC(=O)C1=C(C)NC2=C(C(=O)CCC2)C1c1cccs1 (stereo unspecified)	1.4
Cc1cc2cc(CNC(=O)c3cccc([N+](=O)[O-])c3)ccc2n1C	-3.3
Cc1nc2ncnn2c(C)c1CCC(=O)NCCc1ccccc1	0.52
CCNc1nc(N)nc(Oc2ccc(OCC)nn2)n1	0.29
COc1ccc(NC(=O)C2CCN(C(=O)c3ccccc3)CC2)cc1OC	0.38
N#Cc1c(Nc2ccc(F)cc2)sc(C(=O)c2ccc(F)cc2)c1N	-0.58
Cc1ccc(NC(=S)NNC(=O)c2nn(C)cc2Cl)cc1	-0.9
COc1cc(C(=O)NCC(C)C)cc(OC)c1OC	-0.014
O=C(CN1C(=O)c2ccccc2S1(=O)=O)N1CCN(Cc2ccc3c(c2)OCO3)CC1	-0.031
CCn1c(SCC(=O)NC(C)(C)C)nc(O)cc1=O	-0.12
CCCCC(CC)CNC(=O)CN(C)S(=O)(=O)c1cccc2nsnc12 (stereo unspecified)	-3.1
C=CCOc1ccc(C2OC34CCCCC3C(C#N)(C#N)C2(C#N)C(=N)O4)cc1 (stereo unspecified)	0.63
COc1ccc(N2CCN(C(CNC(=O)c3cccc(Cl)c3)c3cccnc3)CC2)cc1 (stereo unspecified)	0.24
COc1ccc(OC)c(NC(=O)[C@H]2CC=CC[C@H]2C(=O)O)c1	0.14
N#CC(C#N)C(c1ccsc1)c1c(-c2ccccc2)[nH][nH]c1=O (stereo unspecified)	0.9
c1ccc2c(c1)CCCN2Cc1nnnn1C1CCCC1	0.89
CCOCCCN1C(=O)CN(C2CCCCC2)C(=O)C1c1ccc(OC)c(OC)c1 (stereo unspecified)	-2.2
CCSCCNC(=O)c1cc(-n2cnnc2)ccc1Cl	-1.5
O=C(NCc1ccco1)c1cc(S(=O)(=O)N2CCCc3ccccc32)ccc1Cl	-3
Cc1nc(-c2ccc(Cl)cc2)sc1C1(C)CC(c2ccc(OC(F)(F)F)cc2)=NO1 (stereo unspecified)	-0.35
CC(=O)Nc1ccc(S(=O)(=O)Nc2nnc(C3CCCCC3)s2)cc1	0.3
CCN(CC)CCCC(C)NC1=NCCCCC1 (stereo unspecified)	0.46
CCOC(=O)C1CCCN(c2c(NCCN3CCCCC3CC)c(=O)c2=O)C1 (stereo unspecified)	-0.37
Cc1ccc(C(=O)OCc2cn3ccccc3n2)cc1	-0.61
CC(=O)Nc1cccc(Oc2ccc(-c3noc(C)n3)cc2)c1	-0.58
Cc1ccc(Cn2c(SCC(N)=O)nc3c2c(=O)n(C)c(=O)n3C)cc1	0.25
CN1CCN(C(=S)c2ccc(OCC(=O)Nc3cccc(C(F)(F)F)c3)cc2)CC1	-0.89
O=c1c2ccccc2nc(SCc2nc3ccccc3s2)n1Cc1ccco1	-1.7
Later entries.
SMILES	Cav3 T inh
Cc1cc(C)n(-c2ccc(C(=O)NCc3ccc4c(c3)OCO4)cc2)n1	-1.5
CN(C)S(=O)(=O)N(CC(=O)N(Cc1ccccc1)Cc1ccccc1)c1ccccc1	-2.9
C(=C\CSc1nnnn1-c1ccccc1)/CSc1nnnn1-c1ccccc1	-2.5
O=S(=O)(CCc1ccccc1)/N=C/c1cccs1	0.68
COc1cccc(NC(=O)CSc2nnc(-c3cc(C)n(-c4ccccc4)c3C)o2)c1	-3.6*
O=C1c2cccc3cccc(c23)C(=O)N1c1cccnc1	1.1
Cc1nn(CCC(=O)O)c(C)c1C	0.42
CCN(Cc1ccccc1)C(=O)CC1Oc2ccccc2NC1=O (stereo unspecified)	-0.019
CC(=O)C[C@H]1c2ccccc2S(=O)(=O)N1c1ccccc1	0.73
C=CCn1c(N)c(C(=O)Nc2ccccc2OC)sc1=S	1.6
Cc1ccc2c(c1)C1CN(C)CCC1N2S(=O)(=O)c1ccc(Oc2ccc([N+](=O)[O-])cc2)cc1 (stereo unspecified)	0.12
CCn1cc(C(C)(C)C)c(C#N)c1NC(C)=O	0.23
Cc1nc2ccccc2c2c1C(=O)N(Cc1cccnc1)C2=O	0.052
CCc1ccc(-c2cc(C(F)(F)F)n3nc(C(=O)Nc4c(C)nn(Cc5ccc(F)cc5)c4C)cc3n2)s1	-0.71
COCC(C)OC(=O)c1c(N)n(CC(C)C)c2nc3ccccc3nc12 (stereo unspecified)	0.028
O=C1OC(c2cccs2)=N/C1=C\c1ccc(-c2ccccc2Cl)o1	-3
COC(=O)c1ccc(Oc2nc(C(N)=O)cc(-c3ccccc3)n2)cc1	-0.024
CCOC(=O)c1cc(-c2cccs2)nn1CCC#N	0.6
Cc1nc(SCc2ccccc2)c(C(F)(F)F)c(=O)[nH]1	-2.3
CCCCCCC(=O)Nc1nc(C)c(-c2csc(Nc3cc(Cl)ccc3OC)n2)s1	-0.092
Nc1ncc(-c2cc3ccccc3oc2=O)s1	0.63
CCn1cc(SCC(=O)NCC2CCCO2)c2ccccc21 (stereo unspecified)	0.19
Cc1ccc2nc(-c3ccccn3)cc(C(=O)NC3CCN(C)CC3)c2c1	-0.073

Quoted from the listing:
Cav3 T inh result of `Cc1nc2ccccc2c2c1C(=O)N(Cc1cccnc1)C2=O` stands at 0.052
Cav3 T inh result of `COCC(C)OC(=O)c1c(N)n(CC(C)C)c2nc3ccccc3nc12` (stereo unspecified) stands at 0.028

Screens: PubChem, Vanderbilt High Throughput Screening Facility
